# SNCA viab count: cell viability loss counter-screen. HEK-293-SNCA-luc viability, GF-AFC fluorescence, 24 h. Potency, µM (titrated, usually from 57.1 µM), for the others: at the top dose activity change, negative = cytotoxicity, usual class: cytotoxic. 150,000 compounds, 0.12% hits. AID 1671193;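 also: potency is read from the fitted curve at half-maximal effect; 0% = DMSO-treated cells and -100% = medium-only wells without cells; nearly all actives have a fitted effect of over 30% in size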
#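 Cytotoxicity counterscreen: after 24 h compound treatment of genome-edited SNCA-luciferase HEK-293 cells, live-cell protease substrate GF-AFC read by fluorescence after 30 min; activity scaled between DMSO (0%) and medium-only (-100%), curves Hill-fitted.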
# 3T3 cytotox: cytotoxic compounds in NIH 3T3 cells | 94,000 compounds, 4.3% hits | NIH 3T3 viability, CellTiter-Glo ATP luminescence, 48-72 h | Potency, µM (doses to about 96.7 µM), inactives show at the highest dose activity change, negative = cytotoxicity, actives largely listed as inhibitors; also: potency is read from the fitted curve at half-maximal effect; nearly all actives have a fitted effect of over 55% in size
#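 Cells were seeded at 400 per well, treated with pin-transferred compound, and kept 48 or 72 hr at 37 °C before CellTiter-Glo addition and luminescence imaging of cellular ATP.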
# GPT2 inh: inhibitors of human GPT2 alanine aminotransferase | Recombinant GPT2, coupled pyruvate oxidase/HRP Amplex Red fluorescence | AID 1671188 | Potency, µM (doses to about 57.7 µM), for the others: top-dose activity change, negative = inhibition, hits mostly inhibitors | Q8TD30 | 100,000 compounds, 0.25% hits; also: potency is read from the fitted curve at half-maximal effect; nearly all actives have a fitted effect of over 60% in size; many of its hits are not listed in these tables
# Target sequence (Q8TD30 whole entry, looked up): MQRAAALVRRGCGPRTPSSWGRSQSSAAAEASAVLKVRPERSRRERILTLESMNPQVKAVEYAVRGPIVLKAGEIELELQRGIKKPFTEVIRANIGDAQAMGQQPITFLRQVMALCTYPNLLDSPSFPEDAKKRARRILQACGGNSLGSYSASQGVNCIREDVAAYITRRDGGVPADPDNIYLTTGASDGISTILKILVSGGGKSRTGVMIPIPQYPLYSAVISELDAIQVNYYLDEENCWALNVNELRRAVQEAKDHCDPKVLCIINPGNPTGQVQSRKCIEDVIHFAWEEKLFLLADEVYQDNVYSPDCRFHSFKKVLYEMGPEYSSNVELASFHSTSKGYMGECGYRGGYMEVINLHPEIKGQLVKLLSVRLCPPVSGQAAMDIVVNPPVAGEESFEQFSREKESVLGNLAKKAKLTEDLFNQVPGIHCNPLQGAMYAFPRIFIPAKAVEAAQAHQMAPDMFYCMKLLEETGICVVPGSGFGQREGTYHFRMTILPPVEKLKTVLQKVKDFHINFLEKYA
#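 Fluorescence of coupled pyruvate oxidase/HRP/Amplex Red system (50uM Amplex, 30 min, dark) reports pyruvate formed by GPT2. Enzyme reaction: 10ng/uL GPT2, 2mM L-alanine, 250uM a-KG, 30 min room temperature, pH 7.5; 50uM AOA control.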
# SNCA expr inhib: inhibitors of alpha-synuclein (SNCA) gene expression. HEK-293 SNCA-luciferase knock-in, luminescence, 24 h. Potency, µM (doses to about 57.2 µM), for the others: top-dose activity change, negative = inhibition, hits mostly inhibitors. 140,000 compounds, 0.17% hits. AID 1671194;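 also: potency is read from the fitted curve at half-maximal effect; plate controls were DMSO cells for no effect and cell-free wells for full effect; nearly all actives have a fitted effect of over 45% in size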
# Luciferase inh: inhibitors of firefly (Photinus pyralis) luciferase | P08659 | AID 1347043 | Potency, µM (highest dose often 115 µM), inactives show at the top dose activity change, negative = inhibition, hits mostly inhibitors | purified P. pyralis luciferase, luminescence, biochemical | 76,000 compounds, 2.5% hits; also: potency is read from the fitted curve at half-maximal effect; nearly all actives have a fitted effect of over 65% in size
# Target sequence (P08659 whole entry, looked up): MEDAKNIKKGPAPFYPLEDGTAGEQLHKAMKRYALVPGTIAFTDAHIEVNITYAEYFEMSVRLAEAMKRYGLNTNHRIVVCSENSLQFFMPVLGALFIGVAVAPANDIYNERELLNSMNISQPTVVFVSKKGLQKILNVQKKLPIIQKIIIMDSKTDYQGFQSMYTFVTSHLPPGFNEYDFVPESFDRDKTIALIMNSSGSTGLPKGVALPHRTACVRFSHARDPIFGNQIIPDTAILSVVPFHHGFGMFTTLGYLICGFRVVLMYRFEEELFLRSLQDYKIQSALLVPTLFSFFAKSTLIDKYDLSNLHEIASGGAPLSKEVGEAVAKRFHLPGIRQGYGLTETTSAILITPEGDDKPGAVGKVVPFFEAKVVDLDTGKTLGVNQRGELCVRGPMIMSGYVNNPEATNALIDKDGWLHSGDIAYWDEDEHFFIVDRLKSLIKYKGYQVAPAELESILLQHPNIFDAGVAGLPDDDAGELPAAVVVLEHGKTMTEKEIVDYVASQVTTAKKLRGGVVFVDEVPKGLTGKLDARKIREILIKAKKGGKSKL
#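 Inhibitors were tested against purified firefly luciferase in a biochemical, low-substrate format (both substrates at 10uM) and luminescence measured with a CCD imager.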
# HEK293 tox: HEK 293 cell cytotoxicity; HEK 293 viability, ATP luminescence (CellTiter-Glo), 48-72 h; 94,000 compounds, 6.6% hits; Potency, µM (titrated, usually from 115 µM), inactives show top-dose activity change, negative = cytotoxicity, actives largely listed as inhibitors; also: potency is read from the fitted curve at half-maximal effect; nearly all actives have a fitted effect of over 60% in size
#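 Cytotoxicity was scored by loss of ATP-coupled luminescence (CellTiter-Glo) in HEK 293 cells. Compound treatment ran 48 or 72 hr at 37 degree Celsius, 5% CO2, 95% humidity.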
# IP6K1 inhibitor: inhibitors of human IP6K1. Q92551. IP6K1 kinase, ADP-Glo luminescence, 2 h; hits give low values. activity change, % (series mostly up to about 58 µM). 140,000 compounds, 0.81% hits. AID 1645851; in the data active = activity change below about -25%
#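 ADP-Glo luminescence measures ADP made by human IP6K1 during a 2 h RT reaction with ATP/IP6 (mix at 1.3 mM/130 uM); top library doses 57.5 and 19.1 uM final.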
# The depositor's hits bear a star; i = inactive; ? = inconclusive; . = not tested or not shown; & = joins results of further samples; [ ] = remark or other dose. Unless noted, calls follow the shape of the dose curve; as a rule, active = well fitted curve in the direction sought with a large enough effect; inconclusive = small, poorly fitted or top-dose-only effect, or another doubt; inactive = no such curve, though single readings can be large; an effect the other way counts as inactive or inconclusive. Unless noted, % is scaled to controls: 0 for no effect and ±100 for the full control effect.
SMILES,SNCA viab count,3T3 cytotox,GPT2 inh,SNCA expr inhib,Luciferase inh,HEK293 tox,IP6K1 inhibitor
CC(C)c1ccc(NC(=O)c2cc(S(=O)(=O)N3CCc4ccccc4C3)ccc2F)cc1,-1%,.,.,9%,.,.,17
CCc1noc(-c2ccn3c(CNC(=O)c4ccc(OC)cc4)nnc3c2)n1,-10%,-8%,i,?,-1%,2%,4
Cc1ccc(NC(=O)N2CCC(c3cc(-c4cccc(C)c4)n[nH]3)CC2)cc1,3%,?,i,15%,-11%,?,11
O=C(NCc1ccco1)c1ccc2c(c1)N(Cc1cccc(Cl)c1)C(=O)c1ccccc1S2(=O)=O,-9%,.,.,6%,.,.,8
COc1ccc(NC(=O)c2nc(-c3ccc(C)cc3)n3c2CCCCC3)c(OC)c1,4%,.,.,-5%,.,.,20
CNC(=O)c1cnn2c1CN([S+](=O)([O-])c1c(C)noc1C)CC2,-8%,-10%,-9%,25%,.,-3%,11
COc1cccc(-c2ccc3c(n2)CN(CC(=O)N2CCCC2)C(=O)CO3)c1,0%[87.6 µM],?,2%[88.5 µM],16%[87.6 µM],14%[172 µM],-6%[172 µM],3
CCOC(=O)Cc1ccc(NC(=O)Nc2cccc(OCc3cc(=O)n4cc(C)ccc4n3)c2)cc1,7%,.,.,11%,.,.,-5
CCN1c2cc(C(=O)Nc3ccc(F)c(C)c3)ccc2C(=O)N2CCCCC21 (stereo not given),22%[12.5 µM],?,i,-16%,-22%,?,4
O=C(NCc1ccccc1)C1CCCN(c2ccnc3ccnn23)C1 (stereo not given),-20%[87.6 µM],?,2%[88.5 µM],32%[activator][87.6 µM],.,100µM*,13
COc1ccc(-c2noc([C@@H]3CCCN3C(=O)c3ccccn3)n2)cc1,-12%,-17%,i,27%,-19%,-5%,-1
COc1ccc(-c2ccc3ncn(C)c(=O)c3n2)cc1OC,-8%[87.6 µM],35µM*,-5%[88.5 µM],12%[87.6 µM],-29%[172 µM],?,-6
Cc1cc(C)c(CNC(=O)c2nc(-c3ccccc3O)cc3c2ccn3C(C)C)c(=O)[nH]1,-13%[87.6 µM],?,-13%[88.5 µM],-11%[87.6 µM],1%[172 µM],?,19
CC1(c2ccccc2)N(Cc2cccnc2)C(=O)OC12CCN(C(=O)Cc1ccccc1)CC2 (stereo not given),7%,?,-8%,-25%,-1%,-8%,-14
COc1ccc(OC)c(S(=O)(=O)N2Cc3ccccc3CC2C(=O)Nc2ccc(C(C)=O)cc2)c1 (stereo not given),5%,.,.,56%[activator],.,.,-9
CN1[C@@H](CCC(=O)NCc2cccnc2)CNC(=O)[C@@H]2[C@H]1CCN2Cc1ccc(O)cc1,-7%,?,-9%,10%,-12%,-17%,-8
O=C(C1CCCC1)N1Cc2ccccc2CC2(CCCN(Cc3ccccc3)C2)C1 (stereo not given),-3%,?,i,?,.,?,-1
CCC(C)C1=NS(=O)(=O)c2cc(NC(=O)C3CC3)ccc2N1c1ccccc1 (stereo not given),3%,?,-19%,-2%,-13%,?,6
CCOc1ccc(NC(=O)c2sc3nc4c(c(-c5ccccc5)c3c2N)C(=O)CC(C)(C)C4)cc1,-5%,.,.,11%,.,.,-4
O=C(Nc1ccc(F)cc1)c1cc2n(n1)CC(c1ccc3c(c1)OCO3)OC2 (stereo not given),-14%,?,-24%,?,-23%,?,-4
COCC(=O)NC1CCN(Cc2cccc(-c3cccs3)c2)CC1,1%[12.5 µM],?,0%[88.5 µM],?,.,?,8&-3
Cc1cc(C)c([S+](=O)([O-])c2nnn3c2nc(N2CCC(F)CC2)c2ccccc23)c(C)c1,0%,-17%,i,28%,.,3%,8
CN1C[C@H](C(=O)Nc2cccc(Cl)c2)C[C@H]1c1cccc(C(F)(F)F)c1,-29%[87.6 µM],32µM*,-13%[88.5 µM],?,-8%[172 µM],35µM*,13
CCC(C)C(=O)O[C@@H]1[C@@H](O)[C@@H](O[C@H]2O[C@H](CO)[C@@H](O)[C@H](O)[C@H]2O)O[C@H](CO)[C@H]1O (stereo not given in full),-2%[23.9 µM],.,?,.,.,.,20
COc1ccc(-c2cn3cc(C(=O)NCc4ccccc4)nc3s2)cc1,3%,-10%,i,10%,.,-20%,5
COc1cc(OC)c(OC)cc1CN1CCc2nc(N3CCN(c4ncccn4)CC3)ncc2C1,-2%,.,.,-4%,.,.,7
Cc1ccc(NC(=O)C(=O)NCC(c2cccnc2)N2CCN(Cc3ccccc3)CC2)cc1F (stereo not given),-5%,.,.,-6%,.,.,10
COc1ccccc1-c1cn2c(n1)CO[C@@H](CNC(=O)c1ccc(Cl)cc1)C2,0%[87.6 µM],?,0%[88.5 µM],?,4%[172 µM],100µM*,9
Cc1ccc(-c2nnc(C3CN(C(=O)c4ccc(C)s4)CC34CCOCC4)o2)cc1 (stereo not given),-19%,-15%,i,6%,1%,?,22
CCC1(c2ccccc2)C(=O)NCNC1=O,0%,.,-13%,11%,.,.,16
O=C(Nc1cccc(F)c1)[C@@H]1OCCN(C2CC2)[C@H]1c1ccccc1,12%,-25%,-2%,-9%,.,-30%,21
COC(=O)c1ccccc1NC(=O)Cn1cccc1-c1nc(-c2ccccc2)no1,-11%,-12%,i,-21%,-1%,-18%,-9
CC(=O)O[C@@H]1CC2C3CCc4cc(OC(=O)c5ccccc5)ccc4C3CCC2(C)[C@H]1OC(C)=O (stereo not given in full),-8%[23.9 µM],.,i,-26%[25.6 µM],.,.,-3
Cc1nc2c(c(-c3ccc(O)cc3)n1)CN(C(=O)Nc1ccccc1)CCC2,6%,-7%,i,19%,4%,i,9
COc1cccc(NC(=O)/C(C#N)=C\c2cn(Cc3ccc(Cl)cc3)c3ccccc23)c1,-6%,.,.,8%,.,.,20
COc1ccc(C(=O)N2CCC3(CC2)CC(c2nc(C)no2)N(C)C3)cc1F (stereo not given),-6%,-19%,i,?,-8%,4%,-5
COc1ccc2c(c1)CCN=C2C[C@H]1CN(C(=O)C(=O)O)CC[C@H]1CC(=O)O,1%[87.6 µM],-1%[174 µM],i,-11%[87.6 µM],15%[172 µM],0%[172 µM],-7
COCC1CN(C)CC12CCN(C(=O)C1CC=CC1)CC2 (stereo not given),2%,-15%,i,8%,-15%,3%,4
CC1=C(C(N)=O)C(c2cccc(Br)c2)n2nc(SCc3ccccc3Cl)nc2N1 (stereo not given),1%,.,.,-19%,.,.,-1
Cc1ccc2c(c1)c1c(c(=O)n(Cc3ccccc3)c(=O)n1CC(=O)Nc1ccccc1C)n2C,14%,.,.,-4%,.,.,4
CC(C)(C)OC(=O)N1CCC(c2c(C(=O)Nc3ccc4c(c3)OCCO4)cnn2-c2ccc(F)cc2)CC1,-5%,.,.,91%[activator],.,.,-16
COCCNC(=O)c1ccc2c(c1)N(Cc1cc(C)ccc1C)C(=O)c1ccccc1S2(=O)=O,2%,.,.,-8%,.,.,21
CC(C)c1nnc(C2CN(C(=O)CCN3CCOCC3)CC23CCOCC3)o1 (stereo not given),1%,-2%,i,-2%,4%,i,4
O=C(NCCC1CCN(C(=O)Nc2cccc(F)c2)CC1)c1ccoc1,4%,-27%,?,-3%,-14%,?,13
CCn1c(CO)nnc1C1CC(NC(=O)c2sccc2N)C1 (stereo not given),-5%,?,-4%,73%[activator],-4%,-17%,14
CC(NC(=O)c1ccc(OC(F)(F)F)cc1)C(=O)N1CCN(c2ccccn2)CC1 (stereo not given),3%,-23%,-8%,-7%,-1%,?,17
COc1ccccc1N1CCN(c2ccc(=O)n(CC(=O)Nc3ccc(F)c(F)c3)n2)CC1,-1%,.,.,6%,.,.,13
Cc1ccc(Cl)cc1N1CCN(C(=O)Cn2c(-c3cccs3)cc3cc(F)ccc32)CC1,4%,.,.,37%[activator],.,.,-1
CN1CCc2c([nH]c3ccccc23)C12CCN(C(=O)c1ccc(Cn3ccnc3)o1)CC2,-13%[12.5 µM],-24%,4%,14%,8%,89µM*,-8
Cc1noc(C)c1-c1cc2c(cc(C)n2C)c(NCCCn2ccnc2)n1,8%[87.6 µM],?,-10%[88.5 µM],-15%[87.6 µM],-14%[172 µM],?,-7

# Reprinted at random: 6 entries already listed.
SMILES,SNCA viab count,3T3 cytotox,GPT2 inh,SNCA expr inhib,Luciferase inh,HEK293 tox,IP6K1 inhibitor
Cc1ccc(Cl)cc1N1CCN(C(=O)Cn2c(-c3cccs3)cc3cc(F)ccc32)CC1,4%,.,.,37%[activator],.,.,-1
COCCNC(=O)c1ccc2c(c1)N(Cc1cc(C)ccc1C)C(=O)c1ccccc1S2(=O)=O,2%,.,.,-8%,.,.,21
CC(C)(C)OC(=O)N1CCC(c2c(C(=O)Nc3ccc4c(c3)OCCO4)cnn2-c2ccc(F)cc2)CC1,-5%,.,.,91%[activator],.,.,-16
CCn1c(CO)nnc1C1CC(NC(=O)c2sccc2N)C1 (stereo not given),-5%,?,-4%,73%[activator],-4%,-17%,14
CC(C)c1nnc(C2CN(C(=O)CCN3CCOCC3)CC23CCOCC3)o1 (stereo not given),1%,-2%,i,-2%,4%,i,4
O=C(NCCC1CCN(C(=O)Nc2cccc(F)c2)CC1)c1ccoc1,4%,-27%,?,-3%,-14%,?,13

# Next part:
SMILES,SNCA viab count,3T3 cytotox,GPT2 inh,SNCA expr inhib,Luciferase inh,HEK293 tox,IP6K1 inhibitor
Cc1ccc(-c2nc(C3CC(=O)N(C4CCCCC4)C3)no2)s1 (stereo not given),5%,-25%,-6%,15%,-9%,?,11
CCOc1ccc(NC(=O)CN(c2ccc(CC)cc2)S(=O)(=O)c2c(C)noc2C)cc1,3%,.,.,-1%,.,.,-1
Cc1ccc(C2Cn3cnc(C(=O)N4CCC(C(=O)NCc5ccc(F)cc5F)CC4)c3CO2)cc1 (stereo not given),13%,-4%,i,43%[activator],?,-23%,-2
COc1ccc(-c2oc3ncn4nc(COc5ccc(Cl)cc5)nc4c3c2-c2ccc(OC)cc2)cc1,3%,.,.,-9%,.,.,-11
CCc1nc2nccc(-c3ccc(OC)cc3F)n2n1,7%,-24%,-13%,-19%,-3%,-27%,-9
CN1CC(=O)N2CCN(Cc3csc(-c4ccccc4)n3)CC2C1=O (stereo not given),10%,2%,0%,42%[activator],-5%,?,3
Cc1ccc(C)c(CC(=O)NCc2cc3n(n2)CCN(C(=O)N(C)C)C3)c1,0%,-1%,-3%[11.5 µM],-7%,8%,i,-7
COc1cccc(-c2cccc(C(=O)N3CCCC3C(=O)NCc3ccccc3Cl)c2)c1 (stereo not given),-15%,?,-9%,0%,.,?,-2
CN1CCCCCC(O)c2cc(C(=O)N3CCN(c4ncccn4)CC3)ccc21 (stereo not given),-4%,?,i,-1%,-9%,?,1
COc1ccc(CCNC(=O)Cn2ccc3cc(S(=O)(=O)N4CCCCC4)ccc32)cc1OC,-17%,.,.,-22%,.,.,8

# High-throughput results from PubChem BioAssay.

# This is a subset. The share of hits here may be higher or lower than overall.
